RNase H inhibition: RNase H inhibition, HIV 1 Gag Pol polyprotein, FRET biochemical assay, screening (AID 372); HIV-1 RT RNase H, FRET RNA/DNA substrate fluorescence; higher % means a stronger effect; inhibition, % at 10 µM; hits with a dose series show IC50 in µM; 100,000 tested, 0.77% active; in the data active = inhibition above about 50%
* = called active by the depositor. The list is partial; the hit share may differ from the screen's.

smiles,RNase H inhibition
COc1ccc(N(CC(=O)Nc2ccccc2F)S(=O)(=O)c2ccc(OC)c(OC)c2)cc1,33.0%
COc1ccc2c(=O)cc(C(Cl)(Cl)Cl)oc2c1,8.0%
COc1ccc(OCC(O)CN(C)S(=O)(=O)O)cc1 (stereo not drawn),6.0%
Cc1ccc(NC(=O)CC(C(=O)O)C2CCCO2)cc1 (stereo not drawn),2.0%
CCOc1ccc(N2C(=O)/C(=C/C(C)=C/c3ccccc3)SC2=S)cc1,7.0%
CC(C)(C)c1cc(N2C(=O)C(=O)/C(=C(\O)c3ccccc3)C2c2ccc(Cl)cc2)no1 (stereo not drawn),0.0%
Cc1cc(OCC(=O)N/N=C/c2ccc(O)c([N+](=O)[O-])c2)ccc1Cl,7.0%
O=[N+]([O-])c1ccc(-c2ccc(/C=C/c3ccc4ccccc4n3)o2)cc1,3.0%
O=c1[nH][nH]c(=O)c2c(N=Cc3ccc4ccccc4c3)cccc12,2.0%
Cc1ccc(-c2nc3cc(Cl)ccc3o2)cc1NC(=O)c1cccs1,6.0%
O=C(O)CCCCCCCCCCC1COCCO1 (stereo not drawn),13.0%
COc1ccc(Br)cc1S(=O)(=O)Oc1ccccc1NC(C)=O,5.0%
CCOc1ccc2c(c1)NC(C)(C)C1=C2C2(SC(C(=O)OC)=C(C(=O)OC)S2)C(C(=O)OC)=C(C(=O)OC)S1,36.0%
CC1(C)Cc2ccccc2C(Nc2ccc(Cl)cc2)=N1,6.0%
COc1ccc(N2C(=O)C3C(C2=O)C2C=CC3C23CC3)c([N+](=O)[O-])c1 (stereo not drawn),0.0%
CC1=C(C(=O)OCc2ccccc2)C(c2ccccc2C(F)(F)F)CC(=O)N1 (stereo not drawn),15.0%
CCc1n[nH]c(=S)n1/N=C/c1cc(Br)c(OC)cc1OC,5.0%
C#CCOC(=O)CN1C(=O)c2cccc3cccc(c23)C1=O,24.0%
O=C(O)CC12CC3CC(CC(O)(C3)C1)C2,3.0%
COc1ccccc1OCCCOc1cccc2ccccc12,12.0%

Entries listed so far that have fluorine, in the order listed:
smiles,RNase H inhibition
COc1ccc(N(CC(=O)Nc2ccccc2F)S(=O)(=O)c2ccc(OC)c(OC)c2)cc1,33.0%
CC1=C(C(=O)OCc2ccccc2)C(c2ccccc2C(F)(F)F)CC(=O)N1 (stereo not drawn),15.0%

(more compounds)
smiles,RNase H inhibition
O=C(Nc1ccc([N+](=O)[O-])cc1)c1ccccc1Cl,0.0%
O=C(c1cc(F)c(F)cc1Cl)n1nnc2ccccc21,7.0%
CCOC(=O)c1cc2nc(-c3ccccc3)cc(C)n2n1,12.0%
Cc1cccc(NC(=O)C(Cc2ccccc2)N2C(=O)c3cc(Cl)c(Cl)cc3C2=O)c1 (stereo not drawn),26.0%
Oc1ccc(-c2nc3c4cc(I)ccc4c4ccc(I)cc4c3[nH]2)cc1,36.0%
COc1cc(C(=O)N/N=C/c2c[nH]c3ccccc23)ccc1O,9.0%
O=C(Cc1ccccc1)Nc1ccc(C(=O)OC2CCCCC2)cc1,22.0%
COc1ccc(C(=O)Nc2ccc(NC(=O)c3ccc(NC(=O)c4ccc(OC)cc4)cc3)cc2)cc1,8.0%
CCSc1nc2ccccc2n1C(=O)/C=C/c1ccc(F)cc1,8.0%
O=C(N/N=C\c1ccco1)c1n[nH]c2c1CCCC2,9.0%
Cc1ccc(C)c(OCCOc2ccc(C=C3C(=O)NC(=S)NC3=O)cc2)c1,43.0%
C(=C\c1ccccc1)/CSc1nnc(-c2ccco2)n1-c1ccccc1,17.0%
O=C(N/N=C/c1ccccc1O)c1cc(=O)[nH]c2ccccc12,14.0%
C(=N\Nc1nc(Nc2ccccc2)nc(N2CCOCC2)n1)/c1ccc2ccccc2c1,12.0%
Cc1c(-n2c(CN3C(=O)c4ccccc4C3=O)nc3ccccc3c2=O)c(=O)n(-c2ccccc2)n1C,27.0%
O=C(O)c1cc(-c2ccc(/C=C/c3cc(C(F)(F)F)[nH]c(=O)n3)o2)ccc1Cl,2.0%
Cn1c(O)c(N=Nc2ccccn2)c2ccccc21,12.0%
O=C(Cc1ccccc1)NNC(=O)c1ccccc1C(=O)O,3.0%
OCCn1nc(-c2ccccc2)cc1-c1ccccc1,9.0%
Cc1ccc(C)c(NC(=O)c2ccc(-c3ccccc3)cc2)c1,3.0%
O=C(COc1cccc2ccccc12)N/N=C/c1cccc(Br)c1,8.0%
CCOC(=O)c1c(-c2ccccc2)oc2ccc(OC(C)C(=O)OCC)cc12 (stereo not drawn),0.0%
Cc1cc(C)c(S(=O)(=O)Nc2cc(Cl)cc(Cl)c2)c(C)c1,9.0%
CCOC(=O)c1ccc(N2C(=O)c3ccc(C(=O)Nc4ccc(O)cc4C(=O)O)cc3C2=O)cc1,0.0%
CCOc1cc(/C=N/NC(=O)COc2c(Br)cc(Br)cc2Br)cc(I)c1O,4.0%
O=C1CC(c2ccccc2)CC2=C1C(c1cccc(OCc3ccccc3)c1)Nc1ccccc1N2 (stereo not drawn),15.0%
c1ccc2c(Nc3nc4nonc4nc3Nc3cccc4ccccc34)cccc2c1,25.0%
COc1cc(/C=C/c2ccc3cccc(O)c3n2)c(Br)cc1O,12.0%
Fc1ccccc1OCCSc1nc2ccccc2[nH]1,0.0%
O=C(Nc1ccc(-c2nc3ccccc3o2)cc1)c1ccc2c(c1)OCCO2,4.0%
COc1ccc(C2CC(=O)C3=C(C2)NC(C)=C(C(=O)OCCOc2ccccc2)C3c2ccccc2OC)cc1 (stereo not drawn),4.0%
Cc1cccc(/N=C/c2ccc(Cl)cc2Cl)n1,9.0%
O=C(Nc1ccc(F)cc1F)c1nn2c(C(F)(F)F)cc(-c3ccco3)nc2c1Cl,15.0%
COc1ccc(/C=C2/C(=O)NC(=O)N(c3ccc(C(C)C)cc3)C2=O)cc1,1.0%
N#CC1=C(SCC(N)=O)NC(=O)CC1c1ccsc1 (stereo not drawn),0.0%
Cn1c(=S)n(CCC(=O)O)c2ccccc21,3.0%
CC(C)C(=O)Nc1ccc(C(=O)Nc2ccccc2C(=O)O)cc1,0.0%
COc1cc(C(=O)Nc2cccc(-c3nc4cc(Cl)ccc4o3)c2)cc(OC)c1OC,3.0%
Cn1c(/N=C(\N)c2ccc([N+](=O)[O-])cc2)nc2ccccc21,8.0%
COc1ccc(N(CC(=O)NCc2ccco2)S(=O)(=O)c2ccccc2)cc1Cl,14.0%
OCCN=Cc1c2ccc[nH]c-2c2ccccc12,0.0%
CC(C)c1nnc(NC(=O)CSc2ncn[nH]2)s1,7.0%
COc1cc(-c2nc3ccccn3c2/N=C/c2ccc(-c3ccc(Br)cc3)o2)ccc1O,3.0%
COc1ccc(Br)cc1/C=C/C(=O)Nc1cccc(-c2nc3ncccc3o2)c1C,15.0%
Cc1ccc(C)c(NC(=O)CC(C)(C)C)c1,5.0%
CCSc1nnc(NC(=O)C2CC2c2ccccc2)s1 (stereo not drawn),0.0%
CCCCN(CCCC)c1ccc(C=C2C(=O)NC(=O)NC2=O)cc1,28.0%
Fc1ccccc1OCCCCCCn1ccnc1,0.0%
O=C(Nc1c[nH]c(=O)[nH]c1=O)c1ccc(Br)cc1,5.0%
O=C1CC(c2ccccc2)CC(O)=C1C=NCc1ccc2c(c1)OCO2 (stereo not drawn),4.0%

Later entries:
smiles,RNase H inhibition
C/C=C/COC(=O)C1=C(C)NC(=O)NC1c1ccc(Cl)cc1 (stereo not drawn),30.0%
CCCc1cc(=O)[nH]c(SCC(=O)Nc2cc(C)cc(C)c2)n1,6.0%
Cc1c(/C=C2\C(=O)NC(=O)N(c3ccc(Cl)cc3)C2=O)c2ccccc2n1C,24.0%
CCOC(=O)NC(Nc1cccc([N+](=O)[O-])c1)(C(F)(F)F)C(F)(F)F,4.0%
O=C(/C=C/c1cccc([N+](=O)[O-])c1)N1CCC(Cc2ccccc2)CC1,16.0%
Cc1cccc(C)c1NC(=O)CN1C(=O)c2ccccc2C1=O,11.0%
Cc1ccnc(NC(=O)c2cccc(I)c2)c1,10.0%
CC(C)c1ccc(NC(=O)c2ccc(N(C)S(=O)(=O)c3ccccc3)cc2)cc1,49.0%
Cc1ccc(OCC(=O)Nc2ccc(I)cc2Cl)cc1,4.0%
COc1cc(Cc2ccc(NC(=O)C(F)(F)F)c(OC)c2)ccc1NC(=O)C(F)(F)F,0.0%
O=C(N/C(=C\c1cccnc1)C(=O)N1CCCCC1)c1cccc(Br)c1,0.0%
O=C(Nc1ccc(O)c(-c2nc3ccccc3o2)c1)c1ccc(-c2ccc(Br)cc2)o1,26.0%
CCN(CC)CCN1C(=O)C(=O)/C(=C(/O)c2ccc(C)cc2)C1c1ccc(OC)cc1 (stereo not drawn),9.0%
COc1ccc(NC(=O)COc2ccc(C)cc2Br)cc1Cl,13.0%
COc1ccc(S(=O)(=O)/N=C2C=C/C(=N\S(=O)(=O)c3ccc(OC)cc3)C=C/2Cl)cc1,10.0%
COc1ccc(CCNC(=O)/C=C/c2ccc(Cl)cc2Cl)cc1OC,6.0%
C(=C\c1ccccc1)/CN1CCN(Cc2cccc(OCc3ccccc3)c2)CC1,11.0%
CCOC(=O)CCN(CP(C)(=O)OC(C)C)C(=O)OCC (stereo not drawn),12.0%
COc1cccc(C(=O)Nc2ccc(-c3nc4ncccc4o3)cc2)c1,11.0%
CN(CCN(C)/N=C/c1ccc(N(C)C)cc1)/N=C/c1ccc(N(C)C)cc1,5.0%
COC(=O)c1ccc(C(=O)OC)c(NC(=O)c2cccc(Cl)c2)c1,9.0%
COc1ccccc1N(CC(=O)NC12CC3CC(CC(C3)C1)C2)S(=O)(=O)c1ccccc1,18.0%
Cc1cc(C)c([N+](=O)[O-])cc1-c1ccc(/C=c2\sc3nc4ccccc4n3c2=O)o1,0.0%
Nc1ccccc1P(=O)(c1ccccc1)c1ccccc1,0.0%
CCOc1ccc(N=Cc2ccc(OC(C)C)c(OC)c2)cc1,0.0%
Cc1cccc(OCCNc2cc(N3CCN(C)CC3)ccc2[N+](=O)[O-])c1,18.0%
COc1cc(/C=N/Nc2nc(-c3ccccc3)c(-c3ccccc3)s2)ccc1O,25.0%
COc1ccc(OCCCCN2CCCCC2)cc1,5.0%
CCN(C(=O)Cc1ccccc1)c1ccccc1C,1.0%
CC(C)C(=O)Nc1ccc(N2CCOCC2)cc1,2.0%
Cc1cc(OCC(=O)NNC(=O)c2cccc(Cl)c2)ccc1Br,7.0%
COc1ccccc1N1C(=N)SCC1=O,4.0%
CCC(Sc1nc2ccccc2o1)C(=O)Nc1ccc(Cl)cn1 (stereo not drawn),15.0%
Cc1ccc[n+](CC(=O)c2ccc3c(c2)Cc2ccccc2-3)c1,5.0%
O=C(O)CC(C(=O)O)c1c[nH]c2ccccc12 (stereo not drawn),1.0%
Cc1cccc(C)c1OCCOc1c(Cl)cc(Cl)cc1/C=C1\SC(N)=NC1=O,19.0%
CCC1=NN2C(=N)/C(=C/c3cc(Br)c(OCc4ccc(F)cc4)c(OC)c3)C(=O)N=C2S1,16.0%
Cc1ccc(NC(=O)Cc2ccc(Br)cc2)cc1C,3.0%
CCN(CC)c1ccc(Nc2nc(-c3sc(NC(C)=O)nc3C)cs2)cc1,16.0%
O=C1c2ccc(-c3nc4ccccc4c(=O)o3)cc2C(=O)N1Cc1ccc(Cl)cc1,11.0%
CS(=O)(=O)N(CC(=O)O)c1ccccc1,2.0%
O=C1NC(=O)C2C1C1(c3ccccc3)C(=O)C2(c2ccccc2)C(c2ccccc2)=C1c1ccccc1 (stereo not drawn),7.0%
Cc1ccc(S(=O)(=O)N(CC(=O)NCCSc2ccccn2)c2cc(Cl)ccc2C)cc1,10.0%
COc1ccc(NC(=O)C(CC(=O)O)Cc2ccc(Br)cc2)cc1 (stereo not drawn),15.0%
Cc1ccc(CSc2nnc3c(n2)OC(C)Nc2ccccc2-3)cc1 (stereo not drawn),6.0%
CC(=O)Oc1cccc2ccc(/C=C/c3cc4c(cc3Cl)OCO4)nc12,15.0%
Cc1cc(C)cc(N(CC(=O)NCCSCc2ccc(Cl)cc2)S(C)(=O)=O)c1,57.0%*
CCOc1ccccc1NC(=O)C(=O)NCc1cccnc1,0.0%
CCc1ccc(C2=NN(c3ccccc3)C(c3cn(-c4ccccc4)nc3-c3cccnc3)C2)cc1 (stereo not drawn),20.0%
O=C(c1ccc(Cl)c(Cl)c1)N1CCN(c2ccc([N+](=O)[O-])c(N3CCOCC3)c2)CC1,8.0%

(continued)
smiles,RNase H inhibition
N#CC1=C(N)Oc2cc(N)ccc2C1c1ccc(Cl)cc1Cl (stereo not drawn),4.0%
COc1cc(C(=O)N/N=C(\C)c2ccc(NC(=O)c3cccs3)cc2)cc(OC)c1OC,8.0%
Fc1cc(Br)ccc1-n1ncnc1-c1ccc(Cl)cc1,10.0%
NC(=O)COc1ccc(/C=C2\C(=O)NC(=O)N(Cc3ccccc3)C2=O)cc1,0.0%
CCN(Cc1ccccc1)C(=O)c1ccc(C)c([N+](=O)[O-])c1,0.0%
C/C(=N\NC(=O)c1ccc(O)c(O)c1)c1ccc(Br)c([N+](=O)[O-])c1,0.0%
O=C(N/N=C/c1ccc(N2N=C(c3ccccc3)CC2c2ccccc2)cc1)c1ccncc1 (stereo not drawn),6.0%

Part of the list above in another layout.
compound: NC(=O)COc1ccc(/C=C2\C(=O)NC(=O)N(Cc3ccccc3)C2=O)cc1
  RNase H inhibition = 0.0%
compound: CCN(Cc1ccccc1)C(=O)c1ccc(C)c([N+](=O)[O-])c1
  RNase H inhibition = 0.0%
compound: C/C(=N\NC(=O)c1ccc(O)c(O)c1)c1ccc(Br)c([N+](=O)[O-])c1
  RNase H inhibition = 0.0%
compound: N#CC1=C(N)Oc2cc(N)ccc2C1c1ccc(Cl)cc1Cl (stereo not drawn)
  RNase H inhibition = 4.0%
